KOR beta-arrestin-1: kappa opioid receptor blockers – cell-based, luminescence, uHTS (AID 1778). KOR beta-arrestin recruitment, luminescence, antagonist mode; higher % means a stronger effect. inhibition, % at 10 µM; hits with a dose series show IC50 in µM. actives 0.091% (n = 290,000); in the data active = inhibition above about 50%; also: strong numbers were not always called active
NTR1 agonist: agonists of NTR1, primary screen, imaging, U2OS cells, beta-arrestin-GFP, high content (AID 493036). NTR1-U2OS beta-arrestin-GFP spot imaging, agonist mode. activation, % at 20 µM. actives 0.17% (n = 330,000);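 active = activation at or above 40% of the spot to cytoplasm intensity ratio, with at least 20 cells analyzed; inconclusive = wells under 20 cells, flagged as cytotoxic or low count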;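 also: 0% = DMSO without peptide and 100% = 100 nM NTR1 peptide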
Target sequence (P30989 whole entry, looked up): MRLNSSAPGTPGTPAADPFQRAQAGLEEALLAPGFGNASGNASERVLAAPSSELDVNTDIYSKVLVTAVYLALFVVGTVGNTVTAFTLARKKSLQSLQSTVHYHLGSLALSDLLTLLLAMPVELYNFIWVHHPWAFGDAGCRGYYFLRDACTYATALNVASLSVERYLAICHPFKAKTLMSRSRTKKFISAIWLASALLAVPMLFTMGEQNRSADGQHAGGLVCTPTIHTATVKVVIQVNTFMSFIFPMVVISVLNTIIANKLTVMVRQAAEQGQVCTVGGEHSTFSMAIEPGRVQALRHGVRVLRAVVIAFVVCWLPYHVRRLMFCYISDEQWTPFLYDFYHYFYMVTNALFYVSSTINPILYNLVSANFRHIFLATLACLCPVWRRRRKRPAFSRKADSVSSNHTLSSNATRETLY
K1F lysis inhibition: inhibition of K1F phage lysis, E. coli UTI89, bacterial capsule biogenesis inhibitors, alamar blue (AID 488966). actives 0.02% (n = 340,000). inhibition, % at 100 µM; hits with a dose series show IC50 in µM. E. coli UTI89 K1F phage lysis, alamar blue, 2 h; higher % means a stronger effect;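 active = phage lysis inhibition, versus mean bacterial control, above a set limit; inconclusive = no clear call, values can overlap the other calls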;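 also: capsule biogenesis inhibitors block K1F phage lysis so surviving cells raise fluorescence; higher fluorescence means more inhibition of phage lysis; actives were called in the ten point dose series up to 300 µM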
GPR55 antagonists: GPR55 antagonists blocking LPI-driven arrestin recruitment, primary screen, imaging, U2OS, beta-arrestin-GFP, LPI agonist (AID 2013) | one-dose inhibition, % at 10 µM; IC50 in µM for titrated hits | actives 0.13% (n = 290,000) | U2OS GPR55 beta-arrestin-GFP translocation imaging, LPI antagonism; higher % means a stronger effect;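 active = spots per cell inhibited over 60%, with over 100 cells counted and total cytoplasm intensity under 500,000; inconclusive = wells with under 100 cells, flagged as likely toxic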;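 also: U2OS cells stably carrying GPR55 and arrestin-GFP stimulated by 5 µM LPI near EC80; imaged beta-arrestin-GFP aggregate spots per cell after agonist stimulation; plate controls were LPI-stimulated DMSO wells for no effect and DMSO wells without LPI for full effect; some results filed as inactive read as strong as hits; confirmed hits need IC50 under 10 µM and bright autofluorescent wells are also inconclusive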
KOR beta-arrestin-2: kappa opioid receptor activators – cell-based, luminescence, uHTS, primary screen (AID 1777). KOR beta-arrestin recruitment, luminescence; higher % means a stronger effect. activation, % at 10 µM; hits with a dose series show EC50 in µM. actives 0.02% (n = 280,000); in the data active = activation above about 50%, passing the limit was not always enough; also: a part of the inactive calls stands beside numbers as strong as those of hits
NOD1 inhibition: NOD1 signaling inhibitors, primary screen, cell-based, luminescence, uHTS (AID 1578); NOD1-driven NF-kB luciferase reporter cells, luminescence; higher % means a stronger effect; inhibition, % at 4 µM; hits with a dose series show EC50 in µM; actives 1% (n = 290,000); in the data active = inhibition mostly above about 36%, no sharp cut-off; inactive = mostly below about 34%;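 also: HEK-293T reporter cells stimulated with the NOD1 agonist gamma-tri-DAP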
MgcRacGAP inhibition: MgcRacGAP GTPase-activating activity inhibitors, confirmation, biochemical, ADP Hunter fluorescence; MgcRacGAP-stimulated Rac1 GTP hydrolysis, ADP Hunter fluorescence; higher % means a stronger effect; GST-tagged Rac1 F28L mutant substrate; one-dose inhibition, % at 30 µM; IC50 in µM for titrated hits; actives 0.6% (n = 340,000); AID 624330;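 active = first-screen hits whose inhibition reached a set limit at any dose in the follow-up dose series; inconclusive = inhibition above the set first-screen limit but never retested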;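 also: fluorescence reports GDP produced by GAP-driven GTP hydrolysis; strong numbers were not always called active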
GPR35 antagonists: GPR35 antagonists blocking zaprinast-driven arrestin recruitment, primary screen, imaging, U2OS, beta-arrestin-GFP, zaprinast agonist (AID 2058); inhibition, % at 10 µM; hits with a dose series show IC50 in µM; U2OS GPR35 beta-arrestin-GFP translocation imaging, zaprinast antagonism; higher % means a stronger effect; actives 0.052% (n = 290,000);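 active = inhibition of at least 50% with at least 30 cells and total cytoplasm GFP at most 10,000,000; inconclusive = under 30 cells or total GFP of 10,000,000 plus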
GPR55 activation: selective activators of receptor GPR55 – imaging, U2OS cells, beta-arrestin-GFP redistribution, primary screen (AID 1961); actives 0.048% (n = 290,000); U2OS GPR55 beta-arrestin-GFP redistribution imaging; higher % means a stronger effect; activation, % at 10 µM, or EC50 in µM where a hit was titrated;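 active = activation above 40% with more than 50 cells counted in the well; inconclusive = wells holding fewer than 50 cells, flagged as toxic or sparse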;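 also: U2OS osteosarcoma cells stably expressing GPR55 and beta-arrestin-GFP; plate controls were DMSO negative control for no effect and LPI positive control for full effect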
NTR1 agonist cell count 20 µM: second read-out of NTR1 agonist, no call of its own (marks repeat the call); cell count; measured here: cell count, cytotoxicity flag
Starred values were filed as active, the others as inactive; ? = inconclusive; . = not tested or not shown; & = joins results of further samples; [ ] = another dose, or the depositor's remark.

Structure	KOR beta-arrestin-1	NTR1 agonist	NTR1 agonist cell count 20 µM	K1F lysis inhibition	GPR55 antagonists	KOR beta-arrestin-2	NOD1 inhibition	MgcRacGAP inhibition	GPR35 antagonists	GPR55 activation
CCOP(=O)(Oc1ccccc1)c1c([N+](=O)[O-])cc(C(F)(F)F)cc1[N+](=O)[O-] (centres undefined)	25%	0.3	86	0.1%	19%	-4.9%	-17%	7%	14%	-0.1%
O=c1cccc2n1CC1CNCC2C1 (centres undefined)	-13%[20 µM]	0.4	58	-4.9%	-6%	-2.8%	-21%	5%	-7%	-0.1%
CCOC(=O)C(O)(c1ccc(NC(=O)Oc2ccccc2)cc1)C(F)(F)F (centres undefined)	12%	0.0	36	0.1%	11%	0.6%	-15%	6%	-3%	0.8%
CCOc1cc(C)cc2oc(=O)c3c(c12)CCCC3	-20%	3.0	53	0.3%	3%	-2.3%	-10%	4%	-5%	0.0%
Cc1c(N=Nc2c(O)[nH]c(=O)[nH]c2=O)c(=O)n(-c2ccccc2)n1C	-24%	2.2	48	0.3%	3%	-2.6%	-39%	3%	-14%	-0.5%
CCCCn1c(O)c(C(CC)=Nc2ccc(OC)cc2OC)c(=O)[nH]c1=O	5%	0.4	60	1.4%	0%	0.0%	11%	13%	7%	-0.2%
CCCCCCn1c(O)c(C=NCCN2CCCCC2)c(=O)[nH]c1=O	-10%	2.4	46	0.2%	9%	2.1%	.	13%	-14%	-0.5%
CCCCn1c(SCC(=O)N2CCN(c3ccccc3)CC2)nc2ccsc2c1=O	11%	4.5	81	3.1%	-1%	-5.3%	9.7µM*	5%	-1%	0.3%
O=C1c2ccccc2C(=O)N1Cc1nc2ccccc2c(=O)n1-c1ccc(Br)cn1	0%	-0.1	56	7.6%	1%	-2.6%	-5%	2%	-4%	-0.2%
Cc1nc2ncnn2c(C)c1CCC(=O)N1CCC2(CC1)OCCO2	12%	1.9	70	0.4%	27%	1.8%	-14%	5%	0%	-0.3%
O=C(CNC(=O)c1ccccc1Cl)Nc1ccc(Br)cc1C(=O)c1ccccc1	31%	0.9	73	2.7%	12%	-1.2%	-18%	12%	-7%	-0.5%
CN(C)C(=O)Oc1ccc(-c2nnco2)cc1	-55%	0.5	51	0.1%	19%	4.7%	-6%	3%	15%	-0.2%
Cc1cccc(CCNCc2cc3ccc(C)cc3[nH]c2=O)c1	23%	1.3	57	0.0%	5%	7.8%	18%	5%	13%	-0.2%
O=C1NC(=O)N(c2ccccc2)C(=O)/C1=C\c1ccc2c3c(cccc13)CC2	-12%	-0.5	54	.	-1%	2.6%	36%	.	-9%	-0.1%
CCn1cc(C(=O)N2CCOCC2)c2ccccc21	9%	-0.6	46	2.9%	7%	-0.3%	-14%	-5%	-14%	-0.3%
CCC1(CCCC(=O)c2ccc(F)cc2)C(=O)NC(=S)NC1=O	-15%	-0.7	42	6.0%	-8%	2.2%	-36%	8%	-3%	-0.3%
CN1CCN(C(=O)COc2ccc(C(C)(C)C)cc2Br)CC1	-58%	-1.9	32	-0.5%	9%	2.5%	-21%	2%	12%	0.2%
COP(=O)(OC)C(Nc1ccccc1)c1ccccc1 (centres undefined)	31%	1.9	59	0.0%	9%	-4.1%	58%	8%	11%	0.6%
Nc1ccc(N2CCN(Cc3ccccc3Cl)CC2)c(Cl)c1	10%	-5.3	73	3.7%	12%	-6.6%	-3%	?	-3%	-0.3%
CCOc1cccc(N2C(=O)CC(=O)NC2=O)c1	28%	0.6	61	11%	-1%	-2.1%	-11%	10%	0%	-0.3%
COc1cc2c(cc1OC)[C@@]13CCN4CC5=CCO[C@H]6CC(=O)N2[C@H]1[C@H]6[C@H]5C[C@H]43	-28%	1.9	82	0.6%	-1%	0.2%	4%	3%	5%	0.5%
O=C(Cc1ccccc1)Oc1ccc(N2C(=O)CCC2=O)cc1	16%	-1.5	43	1.3%	0%	-1.0%	-1%	7%	7%	-0.1%
CCOC(=O)N1CCC(NC(=O)CCc2nc(C3=CCN(C)CC3)no2)CC1	15%	0.2	48	-3.2%&3.0%	8%	0.5%	0%	-7%&14%	12%	0.8%
CN1CCN(c2cc([N+](=O)[O-])ccc2Cl)CC1	-13%	-0.5	99	0.1%	7%	1.9%	-16%	12%	-4%	-0.2%
Cc1ccc(N2C(=O)/C(=C/c3ccc(CN(CCC#N)S(C)(=O)=O)o3)C(=O)NC2=S)cc1C	-28%	0.1	56	.	15%	1.5%	14%	.	7%	0.0%
COc1ccc(CN2C(=O)NC(=O)/C(=C/c3ccc([N+](=O)[O-])o3)C2=O)cc1	21%	.	.	.	3%	-5.9%	-28%	.	-16%	-0.4%
C=CCn1c(O)c(C(C)=NCc2ccco2)c(=O)[nH]c1=O	-28%	-1.7	68	6.0%	9%	-1.3%	-18%	4%	-5%	-0.1%
CN(C)C(=O)Oc1ccc(Br)c2ccccc12	-26%	-0.4	61	0.4%	-3%	-1.5%	-18%	3%	-10%	-0.2%
CC(=O)c1cn(CC(=O)NCCc2c[nH]c3ccccc23)c2ccccc12	-22%[20 µM]	2.6	75	0.4%	6%	.	49%	-2%	3%	-0.1%
CCCCCSc1cc(OC)c(CCNC)cc1OC	-8%	12	43	0.7%	6%	-1.7%	-5%	11%	-5%	0.3%
Cc1nc(Nc2cnc(/C=C/c3cc(C(=O)Nc4cccc(C(F)(F)F)c4)ccc3C)cn2)cc(N2CCNCC2)n1	-81%[20 µM]	14	50	.	2%	-0.3%	7.8µM*	.	-1%	0.7%
Cn1cc2c([N+](=O)[O-])cc([N+](=O)[O-])cc2n1	19%	.	.	.	14%	-3.7%	26%	.	-4%	-0.3%
Cc1ccc2c(c1)C1CN(C)CCC1N2C(=O)c1ccco1 (centres undefined)	.	-0.6	51	4.2%	-5%	.	-12%	3%	18%	-0.2%
O=C(c1cc(S(=O)(=O)N2CCC3(CC2)OCCO3)ccc1F)N1CCC2(CC1)OCCO2	-43%	0.6	32	0.2%	3%	-1.7%	-23%	-6%	-5%	-0.2%
COc1cc(CNCCc2ccc3c(c2)OCO3)cc(OC)c1OC	14%	-1.1	53	0.3%	25%	-3.1%	-23%	127µM*	-1%	-0.1%
O=C1NC(=O)C(=Cc2cc3c(cc2[N+](=O)[O-])OCO3)C(=O)N1	2%	-0.4	51	-0.1%	6%	-1.6%	-30%	?	-5%	0.6%
CC1CCN(S(=O)(=O)c2nnc(NC(=O)c3cccc(Cl)c3)s2)CC1	-56%[20 µM]	7.3	53	0.6%	4%	0.0%	2.6µM*	5%	1%	-0.1%
Cn1c(O)c(C(=Nc2ccccc2)SCc2ccccc2Cl)c(=O)n(C)c1=O	-16%	0.4	41	-2.3%	8%	3.5%	-4%	-1%	1%	-0.1%
Cc1cc(C)cc(-n2c(O)c(C=Nc3ccc(N4CCOCC4)cc3)c(=O)[nH]c2=S)c1	-13%	3.4	47	4.3%[50 µM]	1%	-0.9%	-23%	1%	-12%	0.2%
O=C(Nc1nnc(S(=O)(=O)N2CCCCCC2)s1)c1ccc(Br)cc1	-56%[20 µM]	5.4	77	0.1%	-8%	-2.5%	1.6µM*	0%	2%	-0.1%
O=C(NC1CCCCC1)Oc1cc2oc(=O)sc2cc1Cl	-38%	3.3	59	0.4%	-15%	3.2%	-2%	52%	6%	-0.1%
O=C(Nc1ccc(Cl)cc1)Nc1nccs1	-39%	-1.4	96	0.4%	-10%	1.4%	-34%	4%	-1%	0.3%
COc1cc(N2CCOCC2)ccc1/C=C1\C(=O)NC(=O)N(Cc2ccc3c(c2)OCO3)C1=O	11%	-3.2	55	3.6%	6%	-2.6%	-1%	40%	-2%	-0.2%
Fc1ccc(CCNCc2ccc(Br)cc2)cc1	-15%	0.6	92	0.2%	11%	1.3%	-41%	0%	-3%	-0.2%
COCCNC(=O)Cn1cc(/C=C2\C(=O)NC(=O)N(c3cccc(C)c3C)C2=O)c2ccccc21	10%	7.6	47	-0.2%	45%	-6.3%	-5%	11%	-3%	-0.1%
COc1ccccc1N1CCN(Cc2ccccc2F)CC1	7%	-1.3	96	-0.1%	6%	0.7%	3%	27%	-14%	0.0%
Oc1ccc2ccccc2c1CN1CC=C(c2ccccc2)CC1	-23%	3.2	49	-0.4%	6%	-1.1%	1%	13%	-2%	0.0%
CC(=O)N1CN(C(C)=O)CN(C(C)=O)C1	-13%	0.8	90	0.2%	2%	1.2%	-24%	5%	4%	-0.7%
Cc1ccc(N2C(=O)NC(=O)C(CCc3ccccn3)(Cc3cccc(Cl)c3Cl)C2=O)cc1 (centres undefined)	-6%	6.4	39	0.3%	-1%	-2.8%	-20%	7%	5%	-0.3%
CCC(C)n1c(O)c(/C=N/N2CCOCC2)c(=O)[nH]c1=S (centres undefined)	-7%	1.2	46	3.0%[50 µM]	15%	-1.2%	-33%	-7%	-6%	0.1%
Oc1cccc2nc3ccccc3nc12	-5%	-1.8	92	-13%	4%	0.3%	16%	3%	5%	0.3%
C/C(=N\NC(=O)c1ccccc1O)c1c(O)n(C2CCCCC2)c(=O)[nH]c1=O	2%	0.5	62	0.2%	14%	-0.6%	-10%	0%	-7%	-0.1%
O=[N+]([O-])c1ccc(N2CCCC2)c2ncccc12	21%	2.7	41	0.5%	-1%	-6.4%	10%	4%	-10%	0.1%
C[C@]12CCC3C(CC[C@H]4C[C@H](N)CC[C@]34C)C1CC[C@H]2O (some centres undefined)	10%	-0.5	98	-0.8%[50 µM]	-5%	0.8%	-4%	6%	-7%	-0.1%
CCCCn1c(=O)c(C(=O)Nc2ccccc2F)c(O)c2ccccc21	-5%[20 µM]	2.1	55	1.3%	-17%	3.7%	-5%	6%	-7%	-0.2%
C=C1N2CCC(CC2)C1(O)c1ccc(C)cc1 (centres undefined)	-23%	-0.1	90	0.1%	-3%	-1.7%	-7%	3%	0%	0.3%
CCN1CCN(c2ccc([N+](=O)[O-])cc2C(=O)OC)CC1	-2%[20 µM]	0.2	29	.	13%	.	-1%	.	10%	-0.1%

A portion of the library. The share of hits here may be higher or lower than overall.
